# Screening results deposited in PubChem by several laboratories.
# CSN deneddyl inh: blocks human CSN-mediated cullin deneddylation; Purified CSN, SCF-Nedd8-OG deneddylation, fluorescence polarization; inhibition, % at 12.5 µM; AID 651999; Q92905; actives 0.38% (n = 360,000);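 active means pattern-corrected inhibition above about 35%, with an unprinted fluorescence ratio check between 0.5 and 1.5, limit read from the data, passing the limit was not always enough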;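 further: 0% = enzyme with substrate and 100% = substrate without enzyme; some results filed as inactive read as strong as hits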
#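 Test system: Human Csn5 produced in HEK293T cells | Compound: 12.5 µM single point | Times: 90 min, room temperature | Signal: Fluorescence polarization readout | Read-out basis: % inhibition of substrate cleavage by Csn5 | Controls: no-enzyme wells high, enzyme-with-substrate wells low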
# PABP1 MLLE inh: blocks PAM2 peptide binding to the PABP1 MLLE domain; P11940; GST-MLLE / FITC-PAM2 fluorescence polarization; inhibition, % at 20 µM; actives 0.36% (n = 360,000); AID 588489; in the data active means inhibition above about 35%, passing the limit was not always enough;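 further: plate controls were DMSO wells with GST-MLLE for no effect and wells lacking GST-MLLE protein for full effect; some results filed as inactive read as strong as hits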
# Neddylation inh: blocks human cullin neddylation. P61081+Q13564. TR-FRET cullin neddylation, biochemical. calls only at 25 µM. actives 0.58% (n = 360,000); in the data active means inhibition above about 36%
# Rin1 Abl inh: inhibitors of human Rin1-Abl protein interaction; actives 0.4% (n = 360,000); P00519+Q13671; AID 588664; TR-FRET Rin1/Abl binding, biochemical; inhibition, % at 7.35 µM; in the data active means inhibition above about 5%, passing the limit was not always enough
# NadD inh: blocks S. aureus nicotinate mononucleotide adenylyltransferase; actives 0.78% (n = 360,000); AID 602399; purified NadD enzyme, colorimetric absorbance read-out; inhibition, % at 20 µM; in the data active means inhibition above about 26%; further: some compounds past the cut are filed as inactive
# MT1-MMP act inh: blocks activation of human MT1-MMP; P50281; HT1080 RFP-PRO-GFP cells, GFP/RFP ratio fluorescence, overnight; percent of plate control window, DMSO zero; GFP/RFP ratio change, % at 20 µM; actives 0.061% (n = 360,000);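 active means GFP/RFP ratio change of at least 30% with cell ATP level not reduced by more than half and red fluorescence within 50% of control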; further: strong numbers were not always called active
#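 system = RFP-PRO-GFP reporter HT1080 cells | dosing = 20 µM single dose, 1% DMSO | timing = overnight cell settling, then overnight compound exposure, 37 °C, 5% CO2 | read-out basis = GFP/RFP fluorescence ratio | controls = DMSO and RFP-L50D-GFP cell wells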
# FAS-TE inh: inhibitors of human fatty acid synthase thioesterase domain; P49327; recombinant FAS-TE, OMFH fluorogenic substrate, fluorescence endpoint; inhibition, % at 15 µM; actives 0.67% (n = 360,000);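 active means compounds whose normalised, plate-corrected inhibition of enzyme fluorescence in the single-dose primary screen is 50% or more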;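 further: 0% = DMSO with enzyme and 100% = substrate without enzyme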
# Target sequence (P49327 whole entry, looked up, the tested form may be a part): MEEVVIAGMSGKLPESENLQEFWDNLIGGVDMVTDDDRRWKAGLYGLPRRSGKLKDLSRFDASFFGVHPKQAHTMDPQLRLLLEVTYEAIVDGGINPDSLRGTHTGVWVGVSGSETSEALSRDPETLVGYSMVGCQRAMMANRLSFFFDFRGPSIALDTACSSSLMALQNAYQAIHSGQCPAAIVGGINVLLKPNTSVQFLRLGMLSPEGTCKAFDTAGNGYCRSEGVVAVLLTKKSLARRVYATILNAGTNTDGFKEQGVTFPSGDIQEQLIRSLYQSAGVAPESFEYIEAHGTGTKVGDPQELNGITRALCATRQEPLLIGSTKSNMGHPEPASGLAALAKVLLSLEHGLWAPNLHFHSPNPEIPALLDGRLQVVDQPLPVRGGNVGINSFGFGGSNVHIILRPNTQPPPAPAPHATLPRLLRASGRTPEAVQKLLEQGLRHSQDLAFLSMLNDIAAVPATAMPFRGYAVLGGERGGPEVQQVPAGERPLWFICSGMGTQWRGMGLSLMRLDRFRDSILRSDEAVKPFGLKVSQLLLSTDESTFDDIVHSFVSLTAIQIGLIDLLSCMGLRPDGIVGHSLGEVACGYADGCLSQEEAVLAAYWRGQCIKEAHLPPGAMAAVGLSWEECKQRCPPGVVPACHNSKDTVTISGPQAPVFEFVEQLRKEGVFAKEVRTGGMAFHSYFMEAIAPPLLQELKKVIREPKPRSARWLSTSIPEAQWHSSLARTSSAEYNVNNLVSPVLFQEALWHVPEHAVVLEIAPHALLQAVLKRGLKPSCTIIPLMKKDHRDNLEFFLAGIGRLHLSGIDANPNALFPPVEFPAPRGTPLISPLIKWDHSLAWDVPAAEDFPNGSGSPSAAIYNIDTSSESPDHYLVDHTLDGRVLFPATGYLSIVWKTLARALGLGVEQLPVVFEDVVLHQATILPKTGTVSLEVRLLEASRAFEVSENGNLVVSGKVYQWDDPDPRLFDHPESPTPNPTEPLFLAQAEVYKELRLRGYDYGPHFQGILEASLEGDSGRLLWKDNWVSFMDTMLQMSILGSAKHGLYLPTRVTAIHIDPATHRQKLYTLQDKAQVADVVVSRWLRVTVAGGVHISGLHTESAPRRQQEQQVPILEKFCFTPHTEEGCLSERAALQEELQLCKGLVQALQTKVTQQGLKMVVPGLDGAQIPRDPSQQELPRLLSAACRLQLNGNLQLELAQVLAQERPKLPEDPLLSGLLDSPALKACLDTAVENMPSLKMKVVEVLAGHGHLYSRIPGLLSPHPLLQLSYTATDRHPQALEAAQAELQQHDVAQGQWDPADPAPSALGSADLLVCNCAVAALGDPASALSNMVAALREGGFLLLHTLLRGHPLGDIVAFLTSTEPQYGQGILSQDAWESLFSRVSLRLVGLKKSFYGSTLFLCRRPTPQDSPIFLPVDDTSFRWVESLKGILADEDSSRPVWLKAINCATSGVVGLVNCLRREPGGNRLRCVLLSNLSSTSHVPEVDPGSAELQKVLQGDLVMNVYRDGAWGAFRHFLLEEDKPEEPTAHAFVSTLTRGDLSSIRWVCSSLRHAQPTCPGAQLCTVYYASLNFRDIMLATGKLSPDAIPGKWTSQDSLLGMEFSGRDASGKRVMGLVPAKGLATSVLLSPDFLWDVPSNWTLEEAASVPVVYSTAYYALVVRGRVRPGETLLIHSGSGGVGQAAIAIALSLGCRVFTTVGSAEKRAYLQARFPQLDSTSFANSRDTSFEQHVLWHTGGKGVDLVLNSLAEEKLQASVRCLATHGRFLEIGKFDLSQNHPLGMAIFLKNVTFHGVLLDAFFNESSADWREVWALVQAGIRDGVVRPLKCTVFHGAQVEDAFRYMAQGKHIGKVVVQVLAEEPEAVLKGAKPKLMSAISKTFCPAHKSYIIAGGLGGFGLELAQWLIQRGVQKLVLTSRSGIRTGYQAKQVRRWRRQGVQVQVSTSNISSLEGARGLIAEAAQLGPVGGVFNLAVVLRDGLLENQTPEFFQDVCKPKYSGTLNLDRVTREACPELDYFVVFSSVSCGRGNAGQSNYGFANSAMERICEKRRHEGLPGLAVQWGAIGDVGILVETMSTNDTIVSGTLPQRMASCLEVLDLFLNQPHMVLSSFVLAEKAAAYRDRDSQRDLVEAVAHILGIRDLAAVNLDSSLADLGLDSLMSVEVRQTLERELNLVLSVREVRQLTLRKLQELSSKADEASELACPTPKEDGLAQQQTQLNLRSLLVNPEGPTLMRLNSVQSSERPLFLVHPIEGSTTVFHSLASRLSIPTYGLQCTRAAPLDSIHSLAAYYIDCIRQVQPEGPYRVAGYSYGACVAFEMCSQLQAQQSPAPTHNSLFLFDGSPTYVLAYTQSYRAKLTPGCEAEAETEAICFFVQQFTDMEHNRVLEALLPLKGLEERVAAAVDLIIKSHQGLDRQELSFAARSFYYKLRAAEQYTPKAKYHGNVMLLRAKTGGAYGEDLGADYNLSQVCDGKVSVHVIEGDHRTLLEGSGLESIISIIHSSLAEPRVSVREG
# Rpn11 block: Rpn11 (human) deubiquitinase inhibition. calls only at 20 µM. human 26S proteasome, Ub4-pepOG fluorescence polarization; 20S core pre-blocked with epoxomicin. O00487. actives 0.59% (n = 360,000);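 active means inhibition at 20 µM, scaled to each plate's controls, above about 33%, limit read from the data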
# SKN-1 block: blocks SKN-1 activity in C. elegans; C. elegans VP596 Pgst-4::GFP/RFP ratio, acrylamide-induced, 24 h; inhibition, % at 21.8 µM; actives 0.49% (n = 360,000); AID 624304;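 active means interference check ratio from 0.5 to 1.5 plus GFP to RFP signal ratio inhibition reaching or exceeding a fixed threshold, cut at about 30% in these data, passing the limit was not always enough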; further: some compounds called inactive have numbers as strong as hits
# * = called active by the depositor; i = inactive; / = not tested or not shown.
SMILES,CSN deneddyl inh,PABP1 MLLE inh,Neddylation inh,Rin1 Abl inh,NadD inh,MT1-MMP act inh,FAS-TE inh,Rpn11 block,SKN-1 block
CCN(Cc1ccncc1)C(=O)c1cc(COc2ccc(F)cc2F)on1,-5,0,i,6,-5,1,-3,i,10
CCOc1ccc2nc(NC(=O)c3cnccn3)sc2c1,-1,2,i,-1,-1,4,-2,i,-9
COc1ccccc1-c1cc(C(=O)N/N=C/c2ccoc2)c2ccccc2n1,5,-4,i,-4,5,-8,-4,i,11
COc1ccc(CCNC(=S)NC(=O)/C=C/c2ccc(C)cc2)cc1OC,-2,12,i,0,-6,-6,3,i,9
CN1CCC(OC(=O)c2ccccc2Cl)CC1,-6,-6,i,0,-2,-6,-10,i,5
Cc1cc(=O)[nH]c(SCC(=O)Nc2ccc(S(=O)(=O)N3CCOCC3)cc2)n1,-5,13,i,-1,-3,3,-8,i,-1
COc1ccc(C2CC(c3ccccc3)=NN2C(=O)COC(=O)c2nc3nc(C)cc(C)n3n2)cc1 (configuration not stated),-7,-61,i,0,4,2,14,i,-2
CCOC(=O)Cc1csc(NC(=O)COc2c(C)cccc2C)n1,9,-9,i,-4,-12,1,-2,i,2
COc1ccc(OCc2nnc(SCC(=O)N3CCCC3)o2)cc1,-6,8,i,-1,-4,-3,-1,i,3
COc1ccc(C(=O)Nc2cc(C)ccc2NC(=O)COc2ccccc2)cc1,-7,1,i,-3,1,7,8,i,16
Cc1cc(Nc2cccc(Cl)c2)nc(-c2ccccc2O)n1,6,-4,i,4,-2,0,34,i,3
O=C(NCCc1ccccc1)C1CC(c2ccccc2O)=NO1 (configuration not stated),1,-7,i,0,-6,10,-6,i,-2
CCCOc1ccccc1C1CC(=O)Nc2cc3c(cc21)OCCO3 (configuration not stated),0,-9,i,0,-4,-2,8,i,0
CCCSc1ccc([C@H]2N[C@@](Cc3ccccc3)(C(=O)OC)[C@H]3C(=O)N(CC)C(=O)[C@@H]23)cc1,-2,-4,i,0,-3,-1,30,i,18
CC(C)c1ccc(NC2CCCN(C(=O)c3ccnc(Cl)c3)C2)cc1 (configuration not stated),2,2,i,1,-6,3,2,i,5
Cc1ncc(C[n+]2csc(C)c2C)c(N)n1,-2,1,i,9.7*,10,7,-8,i,-9
COc1cc(/C=N/n2cc(-c3ccccc3)[nH]c2=S)cc(OC)c1O,-3,22,i,-4,8,3,1,i,1
COc1ccccc1NC(=O)c1ccccc1SC,-5,-1,i,4,-5,-4,-4,i,8
O=C(c1ccc2[nH]c(=O)c(=O)[nH]c2c1)N1CCN(Cc2ccccc2)CC1,1,-5,/,1,2,-2,-6,i,8
Clc1cccc(-c2ccc(-c3nc4ccccn4c3NCc3ccccc3)cc2)c1,3,-20,/,0,-1,11,29,i,9
N#Cc1ccc(-c2csc(NNC(=O)c3ccc(Br)cc3)n2)cc1,0,-34,i,-3,13,3,1,i,-1
CCNC(=S)N(Cc1cc2cc(C)cc(C)c2[nH]c1=O)C1CCCC1,4,-55,i,0,4,-4,-1,i,4
CCOc1ccc(C2C(C(=O)OC)=CN(C(C)c3ccccc3)C=C2C(=O)OC)cc1 (configuration not stated),2,10,/,2,-9,-10,22,i,0
CCc1cc(C(=O)NC2CCCc3c2cnn3-c2ccc(F)cc2F)no1 (configuration not stated),5,-4,i,1,2,-3,-4,i,2
COc1ccc(S(=O)(=O)N2CCCCC2c2cc(C(=O)Nc3ccccc3Cl)no2)cc1 (configuration not stated),-2,3,i,-6,-3,-5,25,i,2
CN(C)N=Nc1ccc(-c2cn(Cc3ccccc3)cn2)cc1,-6,-2,i,-1,-1,20,-1,i,7
CC(CSc1n[nH]c(=S)s1)c1ccccc1 (configuration not stated),1,-9,i,0,17,5,-5,i,-4
C[C@@H]1CN([C@H](C)CO)C(=O)CCCn2nncc2CO[C@H]1CN(C)Cc1ccc(C(=O)O)cc1,2,5,i,-4,-3,1,-12,i,-7
CCOc1ccc(C(=O)Cc2ccccc2)cc1,-1,1,i,0,-5,2,7,i,30
O=C(c1ccco1)n1nc(-c2ccccc2)nc1NCc1ccco1,5,-10,/,-3,1,4,19,i,5
Cc1cc(SCC(=O)c2cccs2)nc2ccccc12,5,-5,i,-7,3,-10,35,i,11
C1CCc2nnc(C3CC3)n2CC1,-17,6,i,2,-5,-4,-5,i,-11
C=CC(=O)Nc1ccc(Br)cc1,6,3,i,4,2,0,-3,i,20
CCC1CCCCN1CCCNC(=O)CN1C(=O)COc2ccc(S(=O)(=O)N3CCC(C)CC3)cc21 (configuration not stated),-2,1,i,4,-9,-3,-8,i,16
Cc1cc(N2CCN(c3ccccc3)CC2)nc(-c2ccccc2)n1,-1,6,i,-2,-9,-2,18,i,-8
O=C(Nc1cccc(-c2cccc(F)c2)c1)C1CCN(Cc2ccc(CO)o2)CC1,-4,2,i,1,3,3,-4,i,2
O=C(CN1C(=O)NC2(CCCCCC2)C1=O)Nc1ccc(Br)cc1Br,7,-1,i,2,2,2,4,i,3
CCOC(=O)C[C@@H]1OC[C@H](C)N1S(=O)(=O)c1ccc(C)cc1,-1,/,i,/,/,4,/,/,0
CCOc1ccc2c(c1)S/C(=C\c1cccs1)C(=O)N2,40*,-25,i,-1,-6,-28,-2,i,8
Cc1cc(C)c(C#N)c(=N)o1,-1,38,i,-3,2,-4,-6,i,5
CN(CCNC(=O)Cn1c(=O)sc2ccccc21)Cc1ccccc1,-6,0,i,0,-7,0,-5,i,-4
O=C(CCc1ccccc1)Nc1ccccc1[N+](=O)[O-],-1,-9,i,-2,-7,-4,4,i,6
CCOC(=O)c1cccc(S(=O)(=O)N(CCO)Cc2cc3cc(OC)c(OC)cc3[nH]c2=O)c1,-1,14,i,-1,0,7,-4,i,3
Cc1ccc(-c2csc(NC(=O)COc3ccc(N(C)S(=O)(=O)c4ccc(C)cc4)cc3)n2)cc1,-6,-8,i,3,13,-13,27,i,21
Cc1ccc(C2=NS(=O)(=O)N(C)C(C(=O)N(C)C3CCCCC3)=C2)cc1,-1,14,i,-2,0,3,19,i,10
Cc1ccc(SCCC(=O)NC(C(C)C)C(C)C)cc1,1,3,i,-2,-3,-5,2,i,1
CCOC(=O)C1CCCN(C(=O)c2ccc(-c3ccccc3)cc2)CC1 (configuration not stated),-7,7,i,1,2,2,3,i,18
O=C(Nc1nnc(C2=COCCO2)o1)c1ccc(Cl)cc1,-2,2,i,0,5,5,-9,i,7
Cc1cc(C(=O)O)ccc1N/C=C1\CCCC(C)C1=O (configuration not stated),-1,2,i,-3,0,-2,-7,i,-4
CCOc1ccccc1/C=N\Nc1cnn(Cc2ccccc2)c(=O)c1Cl,-6,-4,/,-1,14,-10,25,i,12
CC(C)(C)OC(=O)C[C@@H]1C/C=C\C[C@H](CC(=O)NCCO)C(=O)N[C@@H](Cc2ccccc2)COC1=O,-3,3,i,0,0,1,-4,i,-16
NC(=O)CSc1nnc(-c2ccco2)n1N,-1,0,i,3,-2,2,-8,i,-5
C=CCn1c(=O)c2ccccc2n2c(SCc3nc4ccccc4s3)nnc12,1,-115,i,3,-2,-1,-6,i,18
Cc1ccccc1CN(C)Cc1cc(=O)oc2c(C)c(C)ccc12,-1,5,i,0,-6,0,26,i,10
COc1ccc(NC(=O)C2CCCN2C(=O)NC2CCCCC2)cc1 (configuration not stated),-2,3,i,-1,-7,-1,1,i,8
CCN(CC)C(=O)CN1CCC(c2nc3cc(C)c(C)cc3[nH]2)CC1,2,-6,i,-3,-4,-13,-4,i,3
Cc1cc(C)c2nc(Cl)c(Cl)nc2c1,0,11,i,-4,0,-1,5,i,2
COc1ccc(-n2c(SC)nc(O)cc2=O)cc1,2,5,i,2,3,0,-8,i,7
CNC(=O)Cn1c(=O)n(C)c2ccccc21,-5,6,i,2,-3,-2,-2,i,-2
Cc1ccccc1C(=O)NC1CCSC1=O (configuration not stated),5,9,i,0,-5,-1,-6,i,1
# The list continues.
SMILES,CSN deneddyl inh,PABP1 MLLE inh,Neddylation inh,Rin1 Abl inh,NadD inh,MT1-MMP act inh,FAS-TE inh,Rpn11 block,SKN-1 block
COc1ccccc1CNc1cc(C)ccn1,-3,6,i,4,-2,0,-4,i,8
CCOC(=O)Nc1ccc(C)cc1C,-1,10,i,0,-3,-1,-10,i,12
Cc1cc(C)c(S(=O)(=O)Nc2c(C)n(C)n(-c3ccccc3)c2=O)cc1[N+](=O)[O-],2,-12,i,-2,-2,0,2,i,1
CCCn1nc(C(=O)NNC(=O)c2cccc(C)c2)c2ccccc2c1=O,-1,6,i,1,0,0,0,i,-8
CCCCN(C(=O)COC(=O)C1(c2ccccc2)CC1)c1c(N)n(CCC)c(=O)[nH]c1=O,-2,27,i,1,2,2,-4,i,6
COc1ccc(/C=C2\C(=O)NCC(=O)N2Cc2ccccc2)cc1,-1,15,i,3,3,-5,-1,i,15
O=C(Nc1nccs1)NC1CCCCC1,2,12,i,-2,4,7,-11,i,-16
O=S(=O)(c1ccc(Cl)cc1)N1CCN(c2nc(C(F)(F)F)nc3ccccc23)CC1,-2,-3,i,0,1,-2,21,i,0

# Some of these compounds in order of SMILES length, falling.
SMILES,CSN deneddyl inh,PABP1 MLLE inh,Neddylation inh,Rin1 Abl inh,NadD inh,MT1-MMP act inh,FAS-TE inh,Rpn11 block,SKN-1 block
CC(C)(C)OC(=O)C[C@@H]1C/C=C\C[C@H](CC(=O)NCCO)C(=O)N[C@@H](Cc2ccccc2)COC1=O,-3,3,i,0,0,1,-4,i,-16
Cc1cc(C)c(S(=O)(=O)Nc2c(C)n(C)n(-c3ccccc3)c2=O)cc1[N+](=O)[O-],2,-12,i,-2,-2,0,2,i,1
CCCCN(C(=O)COC(=O)C1(c2ccccc2)CC1)c1c(N)n(CCC)c(=O)[nH]c1=O,-2,27,i,1,2,2,-4,i,6
O=S(=O)(c1ccc(Cl)cc1)N1CCN(c2nc(C(F)(F)F)nc3ccccc23)CC1,-2,-3,i,0,1,-2,21,i,0
CCN(CC)C(=O)CN1CCC(c2nc3cc(C)c(C)cc3[nH]2)CC1,2,-6,i,-3,-4,-13,-4,i,3
CCCn1nc(C(=O)NNC(=O)c2cccc(C)c2)c2ccccc2c1=O,-1,6,i,1,0,0,0,i,-8
COc1ccc(/C=C2\C(=O)NCC(=O)N2Cc2ccccc2)cc1,-1,15,i,3,3,-5,-1,i,15
COc1ccc(NC(=O)C2CCCN2C(=O)NC2CCCCC2)cc1 (configuration not stated),-2,3,i,-1,-7,-1,1,i,8
COc1ccc(-n2c(SC)nc(O)cc2=O)cc1,2,5,i,2,3,0,-8,i,7
CNC(=O)Cn1c(=O)n(C)c2ccccc21,-5,6,i,2,-3,-2,-2,i,-2
NC(=O)CSc1nnc(-c2ccco2)n1N,-1,0,i,3,-2,2,-8,i,-5
Cc1ccccc1C(=O)NC1CCSC1=O (configuration not stated),5,9,i,0,-5,-1,-6,i,1
COc1ccccc1CNc1cc(C)ccn1,-3,6,i,4,-2,0,-4,i,8
O=C(Nc1nccs1)NC1CCCCC1,2,12,i,-2,4,7,-11,i,-16
CCOC(=O)Nc1ccc(C)cc1C,-1,10,i,0,-3,-1,-10,i,12
